RmlCD inh 1536 – M. tuberculosis RmlC/RmlD inhibition | RmlC+RmlD coupled enzyme assay, percent inhibition; primary screen in compound mixtures | P9WH09+P9WH11 | 160,000 tested, 0.03% active | inhibition, % at 3.6 µM | AID 1533; in the data active means inhibition mostly above about 34%, no sharp cut-off; inconclusive means no clear call, values can overlap the other calls; inactive means mostly below about 22%; further: some results filed as inactive read as strong as hits
Target sequence (P9WH09 whole entry, looked up): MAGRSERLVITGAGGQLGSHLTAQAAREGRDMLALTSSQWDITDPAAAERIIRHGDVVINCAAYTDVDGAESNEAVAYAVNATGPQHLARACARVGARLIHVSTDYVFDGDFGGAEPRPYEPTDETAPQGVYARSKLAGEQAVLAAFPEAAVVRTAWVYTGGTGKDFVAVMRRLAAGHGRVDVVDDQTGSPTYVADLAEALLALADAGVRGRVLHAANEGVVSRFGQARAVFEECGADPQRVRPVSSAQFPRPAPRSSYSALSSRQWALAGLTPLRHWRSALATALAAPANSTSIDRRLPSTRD
Target sequence (P9WH11 whole entry, looked up): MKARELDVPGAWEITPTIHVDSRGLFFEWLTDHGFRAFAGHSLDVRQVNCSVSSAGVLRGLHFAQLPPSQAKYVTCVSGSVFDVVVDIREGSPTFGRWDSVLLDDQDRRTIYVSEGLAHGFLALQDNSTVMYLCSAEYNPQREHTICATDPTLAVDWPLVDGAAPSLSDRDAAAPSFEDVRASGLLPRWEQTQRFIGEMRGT
GlmU inhibition – inhibition of mycobacterial GlmU enzyme – biochemical, glucosamine-1-phosphate acetyltransferase (AID 1376). M. tuberculosis GlmU acetyltransferase enzyme assay; higher % means a stronger effect. inhibition, %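 (tested at 30 µM in the primary screen)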; hits with a dose series show IC50 in µM. 220,000 tested, 0.25% active; in the data active means inhibition above about 13%; inconclusive means no clear call, values can overlap the other calls;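 further: 0% = complete reaction with vehicle and 100% = reaction without substrate; strong numbers were not always called active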
* = called active by the depositor; ? = inconclusive; . = no result given. This is a subset. The share of hits here may be higher or lower than overall.

Each structure is followed by: GlmU inhibition, RmlCD inh 1536
1: CCCCNC(=O)COc1ccccc1C(=O)c1cc(C#N)c(=O)n(CCOC)c1
  -0.5%, ?
2: COC(=O)/C(C#N)=C/c1occc1C
  8.1%, .
3: COCCn1c(=S)[nH]c2cc(C(=O)N3CCN(Cc4ccc5c(c4)OCO5)CC3)ccc2c1=O
  -5.3%, .
4: Cc1cc(C)cc(NC(=O)C(OC(=O)c2sccc2C)c2ccccc2)c1 (stereo not given)
  -3.7%, -4
5: O=C(O)CCC(=O)Nc1ccccc1C(=O)NCCc1ccccc1
  2.3%, -13
6: c1cncc(-c2nc(NCCCN3CCOCC3)c3c4c(sc3n2)CCC4)c1
  9.0%, 9
7: CC1(C(=O)O)CCC(C(=O)NC2CCCCC2)C1(C)C (stereo not given)
  1.5%, 7
8: C#CCOCCOCCOCCNc1nc(N2CCN(C(=O)[C@H]([C@@H](C)CC)n3cc([C@@H](N)CC(C)C)nn3)CC2)nc(N2CCN(C(=O)[C@H]([C@@H](C)CC)n3cc([C@@H](N)CC(C)C)nn3)CC2)n1
  -11%, .
9: Cc1ccc(C(=O)CC2(O)C(=O)N(CCc3ccccc3)c3ccc(Br)cc32)o1 (stereo not given)
  3.0%, -6
10: CCN1CCN(CCCOc2ccc(-c3ccccc3)cc2)CC1
  -12%, -5
11: COC(=O)CCN1CCN(S(=O)(=O)c2ccccc2Br)CC1
  -4.5%, 30
12: Cc1nn2c(Nc3ccccc3)c3c(nc2c1-c1ccccc1)CCC3
  3.5%, -3
13: Cc1nc2cc(NS(=O)(=O)c3ccc(Br)cc3)ccc2n1C
  -0.7%, .
14: CCCCC1=CC2=C(c3ccco3)C(=O)C(C)(OC(=O)c3ccc(OC)cc3)C(=O)C2=CN1Cc1ccc(OC)cc1 (stereo not given)
  -2.9%, 0
15: Cc1cc(C)c2nc(Cl)c(Cl)nc2c1
  6.3%, 6
16: CCC1CCCCN1C(=O)c1c[nH]c2ccc(S(=O)(=O)N(C)c3ccc(Cl)cc3)cc2c1=O (stereo not given)
  -3.8%, 5
17: COc1ccc(N=c2cc(-c3ccc(O)cc3)oc3ccccc23)cc1
  -3.1%, -15
18: CC(c1ccccc1)N1C(=O)CC(Sc2ncccc2C(=O)O)C1=O (stereo not given)
  0.3%, 17
19: O=C(CCN1CCN(c2ccccc2F)CC1)Nc1ccc2c(c1)OCO2
  -1.6%, -13
20: CCOc1ccc(NC(=O)c2cc3c(=O)n(C)c4ccccc4c3n2C)cc1
  1.7%, .
21: COc1ccccc1NC(=O)Nc1cc(F)ccc1F
  4.5%, 0
22: Cn1c(=O)oc2cc(S(=O)(=O)N3CCCC(C(=O)NCCN4CCOCC4)C3)ccc21 (stereo not given)
  0.8%, 9
23: O=C(NNc1nc2c(F)cc(F)cc2s1)c1ccccc1
  1.0%, -14
24: C/C(N)=C(/C#N)C(=O)CSc1nncn1-c1ccccc1
  7.7%, -10
25: COc1ccccc1NC(=S)NC(=O)c1c(-c2ccccc2Cl)noc1C
  5.5%, 7
26: COc1ccc(CN2CCN(c3ncccn3)CC2)c(OC)c1
  3.7%, 27
27: O=C(CSc1nnnn1-c1ccccc1F)Nc1nc2ccccc2s1
  -5.1%, .
28: c1ccc(-c2csc(Cc3nnc4n3CCCCC4)n2)cc1
  -2.0%, -5
29: Cc1[nH][nH]c(=O)c1C(c1cc2c(cc1Br)OCO2)c1c(C)[nH][nH]c1=O
  -1.8%, 9
30: CSc1ccc(-c2nc3cnccn3c2Nc2ccc3c(c2)OCO3)cc1
  -2.8%, 45
31: CC(=O)N(C)c1cccc([N+](=O)[O-])c1
  -1.9%, 0
32: CCCCN(Cc1ccccc1)S(=O)(=O)c1ccc2[nH]c(=O)oc2c1
  -3.2%, .
33: CC(=O)c1cc2c(cc1N/C(=N/S(=O)(=O)c1ccc(Br)cc1)c1ccccc1)OCO2
  -1.1%, .
34: O=C(COC(=O)CSc1nnc(-c2ccc(Cl)cc2)o1)Nc1cc(Cl)cc(Cl)c1
  0.6%, 6
35: CC(C)(C)NC(=O)CSc1nc2ccccc2n1-c1ccccc1
  2.4%, 57
36: Nc1ccc(S(=O)(=O)NNC(=O)C(=O)NNc2ccccc2)cc1
  2.2%, 11
37: Cc1cccc(-c2cc(C(=O)NCc3ccccn3)c3ccccc3n2)c1
  -1.4%, 22
38: COc1cc2c(cc1OC)[C@@]13CCN4CC5=CCO[C@H]6CC(=O)N2[C@H]1[C@H]6[C@H]5C[C@H]43
  1.3%, -8
39: O=C(O)CN1C(=O)CNC1=O
  -1.7%, 11
40: Cc1ccc(NC(=O)NC2(C(=O)NCc3ccccc3)CCCCC2)cc1
  -1.2%, 6
41: CC(C)CCn1c(SCC(=O)c2ccccc2)nc2c1c(=O)[nH]c(=O)n2C
  -1.2%, 12
42: NNC(=S)NCc1ccc2c(c1)OCO2
  -2.0%, -12
43: O=c1[nH]c(=S)n(CCC2=CCCCC2)c(O)c1C=NCCCn1ccnc1
  -1.0%, -9
44: COc1ccc(NC(=O)c2ccc(Cl)c(NC(=O)c3ccncc3)c2)cc1
  -6.6%, 12
45: CCCCn1c(=O)[nH]c(=O)c2c1nc(CN1C(=O)c3ccccc3S1(=O)=O)n2CCC
  11%, 7
46: COCC(C)n1c(C)cc(C(=O)CSc2nc(C)c(C)c(C)n2)c1C (stereo not given)
  -0.1%, -7
47: COc1ccc(C(OC(=O)c2ccco2)C(=O)NC2CCCCC2)cc1 (stereo not given)
  5.7%, .
48: CC(=O)Nc1ccc(NC(=O)C(C)OC(=O)c2ccccc2NS(=O)(=O)c2cccs2)cc1 (stereo not given)
  -0.5%, 51
49: COc1ccc(CC(=O)OCC(=O)Nc2ccc3c(c2)OCO3)cc1
  -3.9%, -4
50: CCN1CC=C2C(C#N)=C(N)C(C#N)(C#N)[C@H](c3cccc(OC)c3OC)[C@H]2C1
  -0.8%, 0
51: CCOC(=O)N1CCN(c2cc(=O)n(-c3ccc(Br)cc3)c(=O)[nH]2)CC1
  0.2%, -4
52: CCOC(=O)c1c(/N=C/c2ccc(O)cc2O)sc2c1CCC2
  0.2%, .
53: CCOCCCNC(=O)c1ccc2c(c1)N(Cc1ccccc1)C(=O)CS2=O (stereo not given)
  2.6%, 6
54: CC(=O)ONC(=Nc1ccccc1)c1nonc1N
  -3.8%, 6
55: O=C(N/N=C/c1ccc(O)cc1)c1nc(-c2ccccc2)n(-c2ccccc2)n1
  -1.4%, .
56: CCN(CC)C(=O)c1cccc2nc3ccccc3nc12
  1.2%, -10
57: COc1ccc(CC(=O)Nc2cc(S(=O)(=O)N3CCCCC3)ccc2C)cc1OC
  -6.7%, .
58: CC(=O)N1CCN(CC(=O)Nc2ccc(C)c(S(=O)(=O)N(C)C)c2)CC1
  -0.1%, -1
59: Cc1ccnc2nc(C(=O)Nc3nnc(-c4ccc(Cl)cc4)o3)nn12
  0.2%, -11
60: CC(O)c1cc2c(cc1NC(=O)c1cnn3c1NC(c1ccco1)CC3C(F)(F)F)OCO2 (stereo not given)
  5.6%, 7

Among those listed so far, 4 have a thiophene ring, fused or not:
Each structure is followed by: GlmU inhibition, RmlCD inh 1536
4: Cc1cc(C)cc(NC(=O)C(OC(=O)c2sccc2C)c2ccccc2)c1 (stereo not given)
  -3.7%, -4
6: c1cncc(-c2nc(NCCCN3CCOCC3)c3c4c(sc3n2)CCC4)c1
  9.0%, 9
48: CC(=O)Nc1ccc(NC(=O)C(C)OC(=O)c2ccccc2NS(=O)(=O)c2cccs2)cc1 (stereo not given)
  -0.5%, 51
52: CCOC(=O)c1c(/N=C/c2ccc(O)cc2O)sc2c1CCC2
  0.2%, .

Next part.
Each structure is followed by: GlmU inhibition, RmlCD inh 1536
61: COc1ccc(-c2cc3nc4n(c(=O)c3s2)CCCCC4)cc1
  1.4%, -8
62: C=CCN1C(c2ccc(OCC)cc2)=CS/C1=C(\C#N)c1nnc2n1CCCCC2
  -4.5%, -105
63: CN(C)C(=O)/C(=C\c1ccc(-c2cccc([N+](=O)[O-])c2)o1)NC(=O)c1ccccc1
  0.5%, 3
64: CCOC(=O)CNC(=O)CSc1nnc(-c2cccc(OC)c2)n1CC
  -1.6%, 1
65: CC(C)OC(=O)/C(C#N)=C/c1cn(C)c2ccccc12
  0.1%, 95
66: CCOC(=O)CN1C(=O)N[C@@H](c2ccccc2)[C@H](C(C)=O)[C@H]1C
  -2.8%, .
67: CCCOC(=O)c1ccc(NC(=O)C(=O)NCCN(CC)CC)cc1
  -4.3%, -12
68: Cc1ccc(-c2nnc(/C=C/c3ccccc3)o2)cc1
  7.9%, 4
69: O=C1CCN(C(=O)Nc2ccccc2Cl)N1
  -5.3%, -9
70: O=C(O)c1ccc2c(c1)C(=O)N(NC(=O)c1ccc(O)cc1)C2=O
  3.4%, .
71: Cn1c(C(=O)N2CCN(C3CCCCC3)CC2)cc2c(=O)n(C)c3ccccc3c21
  3.6%, .
72: CCN1CCC(CNCc2cn(-c3ccc(OC)cc3)nc2-c2ccccc2Cl)C1 (stereo not given)
  -11%, 4
73: CC(=O)Nc1sc(C)c(C)c1CN1CCN(Cc2ccccc2)CC1
  6.6%, -10
74: O=C(NC1CCCCC1)c1ccccc1NC(=S)NC(=O)C1CC1
  -2.3%, -9
75: COc1ccccc1N1CCN(S(=O)(=O)c2ccc3c4c(cccc24)C(=O)N3)CC1
  -9.2%, .
76: Clc1ccc(-c2n[nH]c3c2CCC3)cc1Cl
  -1.9%, 10
77: O=C(Nc1ccc(-c2nc3ccccc3o2)cc1)c1ccc(N2CCOCC2)c([N+](=O)[O-])c1
  -1.9%, 11
78: COC(=O)c1nnn(-c2cccc(Cl)c2)c1C(=O)OC
  5.0%, .
79: OC(COc1ccc(C2C=CCC2)cc1)CN1CCCCC1 (stereo not given)
  1.3%, 0
80: COc1ccc(-c2cc(C(F)(F)F)c(C#N)c(SCC(=O)O)n2)cc1
  3.5%, -11
81: COc1ccc(C(=O)Nc2ccccc2C(=O)NCCN2CCOCC2)cc1
  -2.5%, -10
82: COc1ccc(NC(=O)N(Cc2cc3cc(OC)c(OC)cc3[nH]c2=O)CC2CCCO2)cc1 (stereo not given)
  0.7%, -10
83: Cc1cc(C)n(CCc2nc(-c3cccs3)cs2)n1
  -0.4%, 5
84: COc1cccc(N2[C@@H](CC(C)=O)c3cc(C(F)(F)F)ccc3S2(=O)=O)c1
  -1.2%, .
85: CC(=O)Nc1ccc(S(=O)(=O)N2CCC(NC(=O)c3ccco3)CC2)cc1
  -4.3%, -7
86: O=C(COc1ccc2ccc(=O)oc2c1)Nc1ccc2c(c1)OCCO2
  5.8%, 7
87: COc1ccc(/C=C/C(=O)c2cc(F)ccc2OC(=O)c2ccccc2C)cc1OC
  -2.7%, 1
88: COc1ccc(Cn2c(=S)[nH]c3ccccc32)cc1
  -1.5%, -7
89: CC1(C)C(=O)OC(c2cccn2-c2ccc([N+](=O)[O-])cc2)C(C)(C)C1=O (stereo not given)
  0.3%, -3
90: CCn1c(SCc2nc3ccccc3[nH]2)nnc1-c1cnccn1
  3.9%, .

Compound profiles, as listed above. Screens in order: GlmU inhibition	RmlCD inh 1536
O=C(Nc1ccc(-c2nc3ccccc3o2)cc1)c1ccc(N2CCOCC2)c([N+](=O)[O-])c1 as listed: -1.9%	11
COc1ccc(C(=O)Nc2ccccc2C(=O)NCCN2CCOCC2)cc1 as listed: -2.5%	-10
CC(=O)Nc1ccc(S(=O)(=O)N2CCC(NC(=O)c3ccco3)CC2)cc1 as listed: -4.3%	-7
COC(=O)c1nnn(-c2cccc(Cl)c2)c1C(=O)OC as listed: 5.0%	.
CC1(C)C(=O)OC(c2cccn2-c2ccc([N+](=O)[O-])cc2)C(C)(C)C1=O (stereo not given) as listed: 0.3%	-3

More records follow:
Each structure is followed by: GlmU inhibition, RmlCD inh 1536
91: Nc1ccc2c3c(cccc13)CC2
  4.9%, 18
92: CCOc1ccc(NS(=O)(=O)c2ccc(NC(C)=O)c(OC)c2)cc1
  0.6%, 7
93: O=C(/C=C/c1ccccc1)NCc1ccco1
  5.7%, .
94: O=S(=O)(NCC(O)COCc1ccco1)c1cccs1 (stereo not given)
  1.1%, .
95: Cc1cc(=O)[nH]c(SCC(=O)N2CCN(C(c3ccccc3)c3ccccc3)CC2)n1
  -0.8%, 10
96: COc1cccc(/C(O)=C2/C(=O)C(=O)N(CCN(C)C)C2c2ccc(Br)cc2)c1 (stereo not given)
  1.3%, .
97: Cc1cc(NC(=O)CCC(=O)N(Cc2ccco2)C(C)(C)C(=O)NC2CCCCC2)no1
  2.4%, .
98: CC(C)(C)c1ccc(Cn2nnc3c(=O)[nH]c(C4CCN(C(=O)Cc5cccs5)CC4)nc32)cc1
  -2.2%, .
99: CC[C@H](C)[C@@H]1NC(=O)c2cc([N+](=O)[O-])cc(I)c2NCC[C@@H](C(N)=O)NC(=O)[C@H](CCCN=C(N)N)NC1=O
  -5.3%, .
100: Cn1c(Sc2ccc(Cl)cc2)c(C=O)c2ccccc21
  2.4%, -5
101: CCCS(=O)(=O)N1CCN(C(=O)CCC2CCCC2)CC1
  -1.9%, -6
102: CCOc1ccc2c(c1)C(=O)c1cc(OCC(=O)O)ccc1-2
  -3.7%, 5
103: Cc1ccc(Cn2c(CN3CC(C)OC(C)C3)nc3c2c(=O)n(C)c(=O)n3C)cc1 (stereo not given)
  -1.2%, -10
104: CCN1C(=O)/C(=C\c2ccc([N+](=O)[O-])s2)C(=O)NC1=S
  92%*, -4
105: CCSC1=NC(=O)/C(=C2/C=Cc3ccccc3N2CC)S1
  -0.9%, -8
106: Cn1c2ccccc2c2ncn(CCCN3CCOCC3)c(=O)c21
  0.9%, 1
107: Cc1ccccc1NC(=O)Oc1cccc(OC(=O)c2ccccc2)c1
  -2.8%, .
108: COc1ccc(N2Nc3n[nH]c(N)c3N2)cc1
  3.4%, .
109: CC(C)c1ccc(NC(=O)C(c2ccc3c(c2)OCO3)N2CCN(C(=O)c3ccco3)CC2)cc1 (stereo not given)
  5.4%, 2
110: CC1(C)Cc2c(C#N)c(NCCc3ccccc3)nc(-c3ccco3)c2CO1
  2.8%, 2

High-throughput results: PubChem BioAssay, several laboratories
